Apaf1 inhib: inhibitors of human Apaf-1 apoptosome; O14727; reconstituted apoptosome caspase-3 activity, DEVD-Rh110 fluorescence; inhibition, % at 20 µM; actives 0.71% (n = 330,000); active = inhibition of at least 40% at 20 µM;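 also: plate controls were DMSO wells for no effect and DEVD-CHO caspase inhibitor wells for full effect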
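Material: cell-free apoptosome with Apaf-1, procaspase-3 and caspase-9; Buffer or medium: Hepes pH 7.5 with detergent and BSA; Reagent: cytochrome c trigger plus (Z-DEVD)2-Rh110 caspase-3 substrate; Times: compound with Apaf-1, dATP, procaspase-3 30 min, then 50 min reaction, room temperature; Technique: Rh110 fluorescence intensity.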
SENP8 block-1: inhibitors of human SENP8 protease; Q96LD8; purified SENP8, Z-RLRGG-aminoluciferin cleavage, luminescence; inhibition, % at 10 µM; actives 1.2% (n = 330,000); AID 2540; in the data active = inhibition above about 50%
Target sequence (Q96LD8 whole entry, looked up): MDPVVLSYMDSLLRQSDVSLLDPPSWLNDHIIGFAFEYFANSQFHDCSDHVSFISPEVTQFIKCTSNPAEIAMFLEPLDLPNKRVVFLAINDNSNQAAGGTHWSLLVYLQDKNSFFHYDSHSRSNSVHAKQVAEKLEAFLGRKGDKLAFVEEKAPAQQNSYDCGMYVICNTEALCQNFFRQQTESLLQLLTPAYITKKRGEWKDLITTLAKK
SENP8 block-2: SENP8 (human) protease inhibition; Q96LD8; recombinant SENP8, Nedd8 substrate fluorescence; inhibition, % at 20 µM; actives 0.64% (n = 360,000); AID 602440; in the data active = inhibition mostly above about 40%, no sharp cut-off; inactive = mostly below about 27%
SENP1 inh: SENP1 (human) catalytic domain inhibition | inhibition, % at 10 µM | recombinant SENP1 catalytic domain, CyPet-SUMO1-YPet FRET cleavage | AID 624204 | actives 0.21% (n = 360,000) | Q9P0U3;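 active = inhibition at least 30% at 10 µM, raw YFP signal under a set limit, fluorescence ratio 0.5 to 1.5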;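 also: 0% = enzyme with DMSO and 100% = no enzyme wells; some results filed as inactive read as strong as hits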
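Assay system: hSENP1 catalytic domain, recombinant. Amount: SENP1 enzyme, 20 pM final. Schedule: 50 min reaction, RT, dark. Technique: FRET, CFP and YFP emission. Control set: no-enzyme wells low, DMSO-plus-enzyme wells high control.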
UBC13 inh: blocks human UBC13 polyubiquitin chain formation; P61088; TR-FRET; inhibition, % at 20 µM; actives 0.47% (n = 330,000); AID 485273; in the data active = inhibition above about 45%, passing the limit was not always enough
SENP7 block: SENP7 protease inhibition; Q9BQF6; inhibition, % at 5 µM; recombinant SENP7, Z-RLRGG-aminoluciferin luminescence, 40 min; actives 1.5% (n = 330,000);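 active = inhibition above about 50% at the single test dose, limit read from the data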;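 also: plate controls were DMSO with enzyme for no effect and no enzyme buffer wells for full effect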
Target sequence (Q9BQF6 706-1050 limits assumed): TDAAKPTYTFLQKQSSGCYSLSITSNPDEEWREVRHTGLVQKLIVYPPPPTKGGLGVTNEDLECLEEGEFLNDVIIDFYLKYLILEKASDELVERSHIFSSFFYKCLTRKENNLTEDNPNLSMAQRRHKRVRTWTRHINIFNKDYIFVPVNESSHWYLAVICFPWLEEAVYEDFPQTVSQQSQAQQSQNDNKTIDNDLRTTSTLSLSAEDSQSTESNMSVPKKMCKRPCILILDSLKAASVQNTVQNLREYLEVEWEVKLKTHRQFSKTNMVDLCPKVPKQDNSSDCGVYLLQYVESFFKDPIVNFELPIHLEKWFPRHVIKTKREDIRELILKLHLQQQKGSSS
SENP6 inh: inhibitors of human SENP6 protease | Q9GZR1 | Recombinant SENP6 catalytic domain, aminoluciferin luminescence | inhibition, % at 10 µM | actives 1.8% (n = 330,000) | AID 2599;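 active = inhibition above about 50% at the single tested dose, limit read from the data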;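 also: plate controls were DMSO wells with enzyme for no effect and DMSO wells lacking enzyme for full effect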
Target sequence (Q9GZR1 628-1112 limits assumed): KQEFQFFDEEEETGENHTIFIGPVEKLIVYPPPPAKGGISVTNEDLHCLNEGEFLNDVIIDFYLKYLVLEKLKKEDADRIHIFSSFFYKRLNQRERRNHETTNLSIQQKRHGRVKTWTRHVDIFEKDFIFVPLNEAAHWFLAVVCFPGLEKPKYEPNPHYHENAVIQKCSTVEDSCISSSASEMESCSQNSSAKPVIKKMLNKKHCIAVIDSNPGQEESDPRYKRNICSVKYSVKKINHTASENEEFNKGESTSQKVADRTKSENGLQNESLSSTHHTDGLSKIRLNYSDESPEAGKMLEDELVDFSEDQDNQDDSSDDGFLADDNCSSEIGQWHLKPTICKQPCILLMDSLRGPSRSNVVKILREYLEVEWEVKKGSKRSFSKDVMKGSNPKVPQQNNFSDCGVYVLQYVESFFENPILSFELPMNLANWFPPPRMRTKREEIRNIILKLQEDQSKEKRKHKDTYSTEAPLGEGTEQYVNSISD
APOBEC3G inh: APOBEC3G (human) deaminase inhibition. Q9HC16. recombinant A3G, ssDNA deamination FAM/TAMRA fluorescence. inhibition, % at 20 µM. actives 0.28% (n = 330,000);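 active = inhibition of at least 40% at 20 µM, with no more than 30% in the related APOBEC3A deaminase screen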;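 also: plate controls were DMSO wells with A3G for no effect and wells lacking A3G enzyme for full effect; some compounds called inactive have numbers as strong as hits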
* hit, by the source's call.

SMILES	Apaf1 inhib	SENP8 block-1	SENP8 block-2	SENP1 inh	UBC13 inh	SENP7 block	SENP6 inh	APOBEC3G inh
N#Cc1ncc(C(F)(F)F)cc1Sc1ccccc1N	-15	5	20	2	3	-1	-3	-6
Cc1c(Br)ccc(NC(=O)COc2ccccc2C(N)=O)c1C	-5	5	20	1	-5	3	-3	-3
O=C(Nc1ccc2nc(-c3ccccn3)[nH]c2c1)C1CCCCC1	5	-5	-312	0	5	7	-10	-8
CC1(c2ccc3ccccc3c2)NC(=O)N(CC(=O)N2CCN(Cc3ccc(C#N)cc3)CC2)C1=O (configuration not stated)	20	-10	5	-1	-6	-9	-14	-2
COC(=O)c1nccnc1C(=O)Nc1ccccc1N1CCOCC1	10	-5	-2	-1	-6	-6	-2	-4
COc1cccc(CNC(=O)CCCn2nc(C)c3c(C)n(-c4ccc(C)cc4)nc3c2=O)c1OC	7	10	12	-1	2	4	-10	0
O=C(Nc1ccccc1Cl)C1CCCN(S(=O)(=O)c2ccc(F)cc2)C1 (configuration not stated)	-11	-9	8	3	0	-17	-9	-9
COc1ccc(N2CCN(C(=O)CCc3nc(-c4ccc(C)cc4)no3)CC2)cc1	17	-2	16	-1	2	6	-2	0
CCOc1nc(-c2ccccc2)ccc1-c1noc(COC)n1	21	-3	-70	-15	13	-5	-11	-1
COc1ncnc2c1ncn2CC1COC(C)(C)O1 (configuration not stated)	-21	0	12	0	-8	2	-4	-4
O=C1c2ccccc2NC2(CCCC2)N1N=C1CCCC1	-26	-9	-392	1	7	1	-13	-9
Cc1ccc(NC(=O)c2cccc(S(=O)(=O)N3CCc4ccccc4C3)c2)nc1	19	-12	5	0	-7	-12	-9	-9
Cc1oc2cc3c(C(=O)N4CCCCC4)c(C)oc3cc2c1C(=O)N1CCCCC1	11	-5	-2	1	3	7	13	9
COc1ccccc1NC(=O)CSc1ccc(-c2ccco2)nn1	2	-1	-3	0	11	2	2	-7
CC(C)C(c1nnnn1C1CCCC1)N1c2ccccc2CC1C (configuration not stated)	28	2	-123	-28	-3	0	-9	-4

Brought forward from above: three compounds; new compounds follow.
SMILES	Apaf1 inhib	SENP8 block-1	SENP8 block-2	SENP1 inh	UBC13 inh	SENP7 block	SENP6 inh	APOBEC3G inh
Cc1oc2cc3c(C(=O)N4CCCCC4)c(C)oc3cc2c1C(=O)N1CCCCC1	11	-5	-2	1	3	7	13	9
COc1ccccc1NC(=O)CSc1ccc(-c2ccco2)nn1	2	-1	-3	0	11	2	2	-7
CC(C)C(c1nnnn1C1CCCC1)N1c2ccccc2CC1C (configuration not stated)	28	2	-123	-28	-3	0	-9	-4
O=C(CSc1ccccc1)N1CCC(N2CCC(C(=O)N3CCCC3)CC2)CC1	-13	1	13	-3	-2	-5	9	-4
CN(C)c1ccc(C(=O)OCC(=O)NCCCc2ccccc2)cc1	6	-1	4	3	6	0	-12	-9
O=C(NC1CCCC1)C(c1ccc(Cl)cc1)N1CCc2ccccc21 (configuration not stated)	4	-1	24	1	7	3	-2	-8
COC(=O)CCCC1=CC2=C(c3ccccc3)C(=O)C(C)(OC(=O)C3CCCC3)C(=O)C2=CN1CC1CC1 (configuration not stated)	21	-12	31	-11	-21	12	7	21
OC[C@H]1O[C@H](OCCc2ccc(O)cc2)[C@H](O)[C@@H](O)[C@@H]1O	8	-4	16	2	4	5	-16	9
O=C(N/N=C1/CC2CCC1C2)c1cc2ccccc2cc1O (configuration not stated)	0	3	-92	-32	3	0	-5	-10
CNC(=S)N/N=C/c1c(C)c(C(=O)c2ccc(F)cc2)n2ccccc12	25	-5	-47	-32	-20	-5	5	-7
CCC(=O)Nc1ccc(C(=O)NCc2ccccn2)cc1	-7	-9	16	0	0	-11	-20	-5
CCOc1ccc(C(=O)Nc2ccc(Cl)cn2)cc1Cl	-7	18	-1	2	2	41	24	-7
O=C1C=C(c2cccc(Br)c2)C[C@@H](c2ccc3c(c2)OCO3)C1	17	-13	15	0	-6	-5	-6	-12
COC(=O)C(Cc1ccc(OC(=O)c2ccc(C(F)(F)F)cc2)cc1)N1Cc2ccccc2C1=O (configuration not stated)	18	2	19	-1	-6	6	-10	-9
CC1Cc2cc(S(=O)(=O)NCCc3ccccc3)ccc2N1C(=O)C1CC1 (configuration not stated)	16	8	3	2	0	7	-2	10
Cc1cc(C)nc(NS(=O)(=O)c2ccc(NC(=S)NC(=O)C(C)(C)C)cc2)n1	2	-6	8	2	-10	1	-18	-4
Cc1ccc2c(c1)[C@@H]1[C@H](CO2)[C@H](c2ccccc2)[C@]2(C)C(=O)N[C@H](C)C(=O)N12	5	2	-10	0	2	9	11	-2
CCOc1ccc(NC(=O)Cc2nnc(SCC(=O)N3CCOCC3)n2C)cc1	-9	2	6	3	-8	12	0	2
COc1ccc(N(C(=O)Cc2cccs2)C(C(=O)NC2CCCC2)c2ccncc2)cc1 (configuration not stated)	-6	2	6	0	3	-13	-25	-12
CCCC1CC(c2csc(N)n2)CCO1 (configuration not stated)	16	-9	22	1	-2	3	0	-1
COC(=O)c1ccc(Nc2c([N+](=O)[O-])c(=O)oc3ccccc23)cc1	4	0	25	1	-7	8	-2	3
COc1ccc(C2(C(=O)Nc3ccc(OC)cc3OC)CCCC2)cc1	9	-10	8	0	0	-4	-5	-7
Nc1ccc(NC(=O)CCN2CCOCC2)cc1	0	1	10	-1	-12	4	7	17
CNC(=O)C1(C(F)(F)F)C/C(=C\CCO)CCCO1 (configuration not stated)	4	-6	5	1	11	5	-7	15
COc1ccccc1N/N=C/c1c(CO)cnc(C)c1O	-6	1	-225	-17	-9	-1	-6	7
COc1ccc(C(=O)NCCNc2ccccc2[N+](=O)[O-])cc1	1	-13	28	3	-50	-5	-9	-17
CC(C)COC(=O)c1nnsc1NC(=O)Nc1ccccc1	-63	-6	7	-10	3	1	-2	0
Cc1ccccc1C(=O)Nc1ccc(C(=O)N/N=C/c2ccc(F)cc2)cc1	-4	-4	-5	-3	8	2	-10	-11
C#CCO[C@@H]1C[C@H](n2cnc3c(=O)[nH]c(NC(=O)C(C)C)nc32)O[C@@H]1CO	-7	-1	16	0	-11	10	-4	-7
CC(C)N(CCn1c(SCC(=O)Nc2cccnc2Cl)nc2ccccc2c1=O)C(C)C	-3	-1	-64	2	17	0	1	-2
O=C(CN1CCC(O)(c2ccc3c(c2)OCO3)CC1)N1CCOCC1	-3	7	9	-1	3	1	-6	-3
CCOc1ccc(NS(=O)(=O)c2ccc(OCC(=O)N3CCCC3)cc2)cc1	-6	7	11	0	0	91*	-32	-9
CCOCc1nnc(NC(=O)c2ccc(NC(C)=O)cc2)s1	-9	2	-9	-1	-8	1	-4	-14
CN(C)N1C(N)=C(C#N)C(c2ccc(F)cc2)C2=C1CC(C)(C)CC2=O (configuration not stated)	1	-6	2	-2	-4	-3	-15	-8
CCOc1c(C(=O)CC)cc2c(C)cc(=O)oc2c1C	-8	2	5	2	4	4	5	2
Cn1c(SCC(=O)NCc2ccco2)nnc1C1CCCC1	-2	0	8	0	10	-1	-15	-7
COc1ccc(/C=C(/NC(=O)c2ccco2)C(=O)N2CCOCC2)cc1	-1	1	20	3	-3	4	18	-1
CC(NC(=O)c1ccc(Br)o1)C1CC2CCC1C2 (configuration not stated)	9	0	0	-2	4	-5	-2	0
CC(C)OC(=O)c1c(F)c(F)c(N2CCOCC2)c(F)c1F	3	-11	-211	3	-4	-9	-45	-6
CCC[C@@H](CN1CCC[C@H]1CN1C(N)=NC[C@H]1CC(C)C)N1C[C@@H]([C@H](C)CC)N(CCCC2CCCC2)C1=N	53*	-4	9	1	78*	3	15	-4
O=C(Nc1ccccn1)Nc1ccccc1Cl	8	-11	5	-1	7	36	28	-8
Cc1cc(Oc2ccc(=O)[nH]n2)nc(Cl)n1	-4	2	10	2	11	4	17	-3
COc1ccccc1CN(C)C(=O)c1cc2ccccc2o1	8	-6	8	-1	5	7	-15	-7
O=C1NC2(CCCC2)Oc2ccccc21	2	3	13	1	1	4	-19	5
COc1ccc(NC(=O)c2ccccc2N(Cc2ccccc2)S(C)(=O)=O)cc1OC	-3	-2	5	0	-13	0	4	-4
COC(=O)c1ccc(CNC(=O)CSc2nc3sc(C)c(C)c3c(=O)n2C)o1	0	-3	5	2	2	5	1	0
O=C(CSc1nnc(Cc2ccccc2)c(=O)[nH]1)Nc1ccccc1	9	-4	6	1	-1	2	-10	-7
Cc1ccccc1CNC(=O)Cc1cccs1	-10	1	28	1	10	1	8	-3
Cc1cccc(OCC(=O)N(C)CCc2ccccn2)c1	-9	-3	11	3	6	-6	-15	-10
O=[N+]([O-])c1ccc(Sc2ncccn2)c([N+](=O)[O-])c1	-8	4	15	4	-8	0	-14	-10
CN(C)c1ccc(C(CNC(=O)c2ccccc2Br)c2c[nH]c3ccccc23)cc1 (configuration not stated)	-9	5	15	1	4	-5	1	-7
CCn1c(SC)nc2c(c1=O)SC(C)C2 (configuration not stated)	-3	-2	10	0	-1	-4	-7	-1
CCCNC(=O)CN(C1CCCCC1)S(C)(=O)=O	-2	3	22	1	-12	3	0	1
O=C(Cn1c(=O)c2cccn2c2cccnc21)N1CCN(c2ccccc2F)CC1	7	0	-67	-48	3	-2	7	-6
CCCCc1nnc(NC(=O)CS(=O)(=O)Cc2ccccc2)s1	-6	-2	12	-10	-7	-3	-14	0
O=C(c1ccc(C(F)(F)F)cc1)N1CCCCC1	-12	-2	8	0	4	5	-6	-7
O=C1N(c2ccccc2C(F)(F)F)O[C@]1(c1ccccc1)C1CCCCC1	15	-1	12	1	7	3	6	0
O=C(NC(=S)Nc1ccc(S(=O)(=O)Nc2nccs2)cc1)c1ccc(Br)o1	17	12	14	2	-16	-7	18	-2
COc1ccc(OC)c(S(=O)(=O)Nc2ccc3c(c2)n(C)c(=O)n3C)c1	3	-3	5	-34	2	4	-13	4
Cc1cccnc1NC(=O)COc1ccc2oc3c(c2c1)CCCC3	6	-4	1	-2	-1	-1	-5	0
CCOc1ccc(/C=C2\SC(=S)N(NS(=O)(=O)c3ccc(C)cc3)C2=O)cc1OC	10	-4	43*	-4	3	-8	-10	-6
CCCCOc1ccc(/C=C/C(=O)OCC(=O)c2c(N)n(C)c(=O)n(C)c2=O)cc1OCC	4	3	-25	0	8	4	-1	1
Cc1ccc(Cn2nnc3c(=O)[nH]c(C4CCCN(C(=O)c5ccco5)C4)nc32)cc1 (configuration not stated)	3	-4	0	0	-6	-14	10	-2

The list continues:
SMILES	Apaf1 inhib	SENP8 block-1	SENP8 block-2	SENP1 inh	UBC13 inh	SENP7 block	SENP6 inh	APOBEC3G inh
CC(C)OCCCN1CN(S(=O)(=O)c2ccccc2)c2nc3ccccc3nc21	4	12	-400	-14	-1	0	-13	-11
CC(C)C(=O)Nc1ccc(-c2nc3ncccc3o2)cc1	5	5	-306	-5	-3	2	-2	-4
Cc1ccc(NC(=O)CCc2c(C)nn(-c3ccc(N4CCCCC4)nn3)c2C)cc1F	16	38	-42	3	-9	31	56*	2
CCOc1ccc(C(CC(=O)O)NC(=O)C(CC)c2ccccc2)cc1 (configuration not stated)	-6	7	12	1	7	4	21	-7
C=CC1C(OC2OC(CO)C(O)C(O)C2O)OC=C(C(=O)OC)C1CC1CC(=O)CC(CC(=O)CCc2ccc(O)cc2)O1 (configuration not stated)	-3	-5	22	-3	-5	4	-10	-8

Single records, from the list above. Order of screens: Apaf1 inhib	SENP8 block-1	SENP8 block-2	SENP1 inh	UBC13 inh	SENP7 block	SENP6 inh	APOBEC3G inh
Listed for CC(C)C(=O)Nc1ccc(-c2nc3ncccc3o2)cc1 → 5	5	-306	-5	-3	2	-2	-4
Listed for CC(C)OCCCN1CN(S(=O)(=O)c2ccccc2)c2nc3ccccc3nc21 → 4	12	-400	-14	-1	0	-13	-11
Listed for CCOc1ccc(C(CC(=O)O)NC(=O)C(CC)c2ccccc2)cc1 (configuration not stated) → -6	7	12	1	7	4	21	-7
Listed for Cc1ccc(NC(=O)CCc2c(C)nn(-c3ccc(N4CCCCC4)nn3)c2C)cc1F → 16	38	-42	3	-9	31	56*	2
